# Bioassay records (PubChem)
# GASC1 inh: inhibitors of human demethylase GASC-1 KDM4C; inhibition, % at 12.5 µM; Q9H3R0; hit rate 0.15% among 96,000; GST-KDM4C 2-372, H3K9me3 peptide, LANCE TR-FRET; AID 720574;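 active = mean replicate inhibition above about 25%, with at least 55% of replicates also reaching it, limit read from the data, passing the limit was not always enough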
# Target sequence (Q9H3R0 2-372 limits assumed): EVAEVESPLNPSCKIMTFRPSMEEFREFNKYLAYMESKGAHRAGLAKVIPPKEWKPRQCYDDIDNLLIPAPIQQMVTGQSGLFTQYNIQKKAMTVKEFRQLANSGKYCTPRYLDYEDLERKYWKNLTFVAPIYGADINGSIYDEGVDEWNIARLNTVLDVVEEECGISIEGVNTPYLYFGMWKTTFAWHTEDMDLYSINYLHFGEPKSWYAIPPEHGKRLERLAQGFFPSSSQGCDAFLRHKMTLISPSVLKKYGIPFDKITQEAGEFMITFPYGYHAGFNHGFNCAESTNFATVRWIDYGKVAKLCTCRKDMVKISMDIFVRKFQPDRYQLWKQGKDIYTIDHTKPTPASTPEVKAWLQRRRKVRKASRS
#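 System: N-terminal GST-fused human GASC-1 (KDM4C) fragment, residues 2-372 / Amount: 10 nM GST-KDM4C in enzyme reaction / Also added: H3K9me3 peptide with Fe(II)/2OG / Times: 30 min demethylation and 1 h detection at room temperature / Signal: LANCE TR-FRET / Read-out basis: Fall in 671/618 emission ratio as inhibition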
# Tcruzi prolif: inhibitors of T. cruzi proliferation. T. cruzi beta-gal in NIH3T3, GalScreen luminescence, 90 h. inhibition, % at 8.34 µM. hit rate 5.9% among 77,000. AID 624255;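 active = mean inhibition above about 93%, with at least 55% of replicates each passing it, limit read from the data, passing the limit was not always enough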
# C diff HTS: C. difficile growth inhibition | hit rate 0.25% among 86,000 | Clostridium difficile clinical isolate growth, OD600, 24 h; stronger effect = lower value | AID 1259249 | growth activity, negative = inhibition, % at 16 µg/mL (by protocol);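 active = mean growth activity at or below -80% and every replicate also at or below -80%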;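 note: 0% = DMSO wells and -100% = levofloxacin 16 µg/mL wells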
# Pf Dd2 growth: inhibitors of Plasmodium falciparum Dd2 growth; AID 1159554; activity change, % at 10 µM; hit rate 2.3% among 94,000; P. falciparum Dd2 growth, SYBR Green, 72 h; stronger effect = lower value; in the data active = activity change below about -80%
# * = called active by the depositor; . = no result given; & = joins results of further samples.
SMILES,GASC1 inh,Tcruzi prolif,C diff HTS,Pf Dd2 growth
Cc1cccc(-c2ccc(C3[C@@H]4CN(C(=O)C5CCOCC5)C[C@H]3N4)cc2)c1 (some centres not stated),0.1,.,-8,-13
COc1ccc(CN(C)C[C@@H]2OCCCC[C@@H](C)Oc3ccc(NC(=O)c4ccccc4)cc3C(=O)N([C@H](C)CO)C[C@H]2C)cc1,-1.7,107*,-4,-56
CC(=O)N1CC2(C1)[C@@H](c1ccc(-c3ccccc3C)cc1)[C@H](CO)N2C(C)=O,.,.,-3,9
C[C@H]1CN([C@@H](C)CO)C(=O)c2cc(NC(=O)CCN3CCOCC3)ccc2O[C@H]1CN(C)Cc1ccccc1,6.6,9,2,5
N#Cc1ccc(-c2ccc([C@H]3[C@H]4CN(C(=O)C5CCCCC5)CC(=O)N4[C@H]3CO)cc2)cc1,-0.3,.,-3,10
C[C@H](CO)N1C[C@H](C)[C@H](CN(C)C(=O)Nc2cccc3ccccc23)Oc2c(NS(=O)(=O)c3cccs3)cccc2C1=O,0.6,-81,.,-8
COc1ccc(NC(=O)Nc2ccc3c(c2)C(=O)N([C@@H](C)CO)C[C@H](C)[C@H](CN(C)C(=O)NC(C)C)OCCCC[C@@H](C)O3)cc1,1.2,.,1,-18
CC(C)NC(=O)N[C@@H]1CC[C@@H](CC(=O)NCCCN(C)C)O[C@@H]1CO,5.1,36,.,20
COc1ccc(NC(=O)Nc2ccc3c(c2)C(=O)N([C@@H](C)CO)C[C@H](C)[C@H](CN(C)C(=O)Nc2cccc4ccccc24)O3)cc1,-1.1,15,-2,-11
CN1C(=O)c2cc(NS(C)(=O)=O)ccc2OC[C@H]2O[C@H](CC(=O)N3CCOCC3)CC[C@H]21,-1.1,-13,19,.
Cc1ccc(S(=O)(=O)Nc2cccc3c2O[C@@H](CN(C)S(=O)(=O)c2ccccc2)[C@@H](C)CN([C@H](C)CO)C3=O)cc1,-0.8,12,.,-21
C[C@@H]1CCCCO[C@H](CN(C)C(=O)Nc2cccc3ccccc23)[C@H](C)CN([C@@H](C)CO)C(=O)c2cc(NS(=O)(=O)c3ccc(F)cc3)ccc2O1,-0.6,80,-1,-59
COc1ccccc1-c1ccc2c(c1)O[C@@H](CN(C)Cc1ccc3c(c1)OCO3)[C@@H](C)CN([C@H](C)CO)S2(=O)=O,-1.6,.,3,-70
C[C@H]1CN([C@@H](C)CO)C(=O)c2cc(NC(=O)CCC(F)(F)F)ccc2O[C@H]1CN(C)S(C)(=O)=O,-1.4,24,-2,20
COc1ccccc1C#Cc1ccc2c(c1)O[C@H](CN(C)C(C)=O)[C@H](C)CN([C@H](C)CO)S2(=O)=O,2.0,-15,-3,-32
CCCN1[C@@H]2c3ccc(C4=CCCCC4)c(=O)n3C[C@H]1[C@H](CO)[C@H]2C(=O)N1CCc2ccccc2C1,-0.2,57,-7,.
CC(C)NC(=O)N[C@H]1CC[C@@H](CCNC(=O)C2CCC2)O[C@@H]1CO,-2.4,.,-1,-3
CC(C)CC#Cc1ccc2c(c1)O[C@H](CN(C)Cc1ccccc1)[C@@H](C)CN([C@H](C)CO)S2(=O)=O,0.8,106*,12,-71
COc1ccc2c3c(n(C)c2c1)[C@H](CO)N(C(=O)C1CCCCC1)CC31CCN(C)CC1,0.5,.,2,-20
Cc1noc(C)c1NC(=O)Nc1ccc2c(c1)C(=O)N([C@H](C)CO)C[C@H](C)[C@@H](CN(C)C(=O)NC1CCCCC1)OCCCC[C@@H](C)O2,1.1,.,0,34

# Next section, overlapping the part above by two compounds.
SMILES,GASC1 inh,Tcruzi prolif,C diff HTS,Pf Dd2 growth
COc1ccc2c3c(n(C)c2c1)[C@H](CO)N(C(=O)C1CCCCC1)CC31CCN(C)CC1,0.5,.,2,-20
Cc1noc(C)c1NC(=O)Nc1ccc2c(c1)C(=O)N([C@H](C)CO)C[C@H](C)[C@@H](CN(C)C(=O)NC1CCCCC1)OCCCC[C@@H](C)O2,1.1,.,0,34
CCC(=O)Nc1ccc2c(c1)C(=O)N(C)C[C@H](OC)[C@@H](C)CN(CC1CCCCC1)[C@@H](C)CO2,-1.1,-12,.,-29
CCCNC(=O)N1[C@H](C#N)[C@@H](c2ccccc2C2=CCCC2)[C@@H]1CO,1.7,.,-2,-89*
O=C(C[C@@H]1C[C@H]2c3cc(NC(=O)CC4CC4)ccc3O[C@H]2[C@@H](CO)O1)NCc1cccc(F)c1,0.7,34,-6,-2
O=C(NC1CCCC1)[C@H]1[C@H](CO)[C@H]2Cn3c(ccc(-c4cccnc4)c3=O)[C@@H]1N2CCc1ccccc1,-1.5,-20,-1,1
C[C@@H]1CN([C@@H](C)CO)C(=O)Cc2cc(NS(C)(=O)=O)ccc2O[C@@H]1CN(C)Cc1ccccc1,1.1,16,-4,-8
O=C(C[C@H]1CC[C@H]2[C@@H](COC[C@H](O)CN2C(=O)c2ccccc2F)O1)N1CCN(c2ccccc2)CC1,1.4,30,0,-14
C[C@@H]1CN([C@@H](C)CO)C(=O)c2ccccc2-c2ccccc2CO[C@@H]1CN(C)S(=O)(=O)c1ccccc1C#N,-0.9,43,-4,10
CN(C)C(=O)c1cccc(-c2ccc(C3[C@@H]4CN(C(=O)c5cnccn5)C[C@H]3N4)cc2)c1 (some centres not stated),2.5&1.8,.,-3&2,1&63
CCCN1[C@@H]2Cn3c(ccc(-c4cccc(F)c4)c3=O)[C@H]1[C@@H](C(=O)NCC)[C@@H]2CO,2.2,67,-6,14
CO[C@@H]1CN(C)C(=O)c2cc(NC(=O)Nc3cc(F)ccc3F)ccc2OC[C@@H](C)N(C(=O)c2cnccn2)C[C@H]1C,0.6,.,.,-24
COc1ccc(-c2cnc3c(c2)C(=O)N([C@@H](C)CO)C[C@@H](C)[C@H](CN(C)C)O3)cc1,1.6,-12,1,12
O=C(C[C@H]1C[C@H]2c3cc(NC(=O)Cc4ccncc4)ccc3O[C@H]2[C@@H](CO)O1)NCc1ccc2c(c1)OCO2,0.2,.,1,-3
CO[C@@H]1CN(C)C(=O)c2cc(NC(=O)Nc3ccccc3)ccc2OC[C@H](C)N(C(C)=O)C[C@H]1C,1.4,-21,-10,-1
O=C(NCC1CC1)[C@H]1[C@H](CO)[C@H]2Cn3c(ccc(C4=CCCC4)c3=O)[C@H]2N1Cc1ccccc1F,1.4,92,-7,.
COc1ccc(S(=O)(=O)N(C)C[C@@H]2Oc3c(NS(=O)(=O)c4c(C)noc4C)cccc3C(=O)N([C@@H](C)CO)C[C@@H]2C)cc1,1.0,22,-1,3
CO[C@@H](CN(C)S(=O)(=O)c1cn(C)cn1)[C@@H](C)CN(C(=O)Nc1ccc(F)cc1)[C@@H](C)CO,0.4,27,.,11
CCCC(=O)Nc1ccc2c(c1)OC[C@@H](C)N(CCC)C[C@@H](C)[C@@H](OC)CN(C)C2=O,0.5,19,0,-4
Cc1ccc(S(=O)(=O)N(C)C[C@H]2OCCCC[C@H](C)Oc3ccc(NC(=O)Nc4ccc(C(F)(F)F)cc4)cc3C(=O)N([C@@H](C)CO)C[C@H]2C)cc1,-1.6,.,1,-66
C[C@@H]1CN([C@H](C)CO)C(=O)Cc2cc(NC(=O)C3CCCCC3)ccc2O[C@@H]1CN(C)S(C)(=O)=O,0.1,-33,-1,33
CN1C(=O)c2cc(NC(=O)Cc3cccs3)ccc2OC[C@@H]2O[C@@H](CC(=O)N[C@@H]3CCN(Cc4ccccc4)C3)CC[C@H]21,0.0,50,-3,.
Cc1ccc(S(=O)(=O)N2C[C@@H](O)COC[C@@H]3O[C@H](CC(=O)NCC4CCCCC4)CC[C@H]32)cc1,-0.8,23,.,-6
Cc1noc(C)c1NC(=O)N[C@H]1CC[C@@H](CCNC(=O)C2CCCCC2)O[C@@H]1CO,2.0,-32,3,-1
Fc1cccc(-c2ccc(C3[C@H]4CNC[C@@H]3N4Cc3cccnc3)cc2)c1 (some centres not stated),-0.4,.,-4,10
COc1ccc(S(=O)(=O)N(C)C[C@H]2Oc3c(NS(=O)(=O)c4ccc(Cl)cc4)cccc3C(=O)N([C@H](C)CO)C[C@@H]2C)cc1,14,-7,2,33
O=C(Nc1ccc(F)cc1)Nc1ccc2c(c1)[C@@H]1C[C@H](CC(=O)N3CCCCC3)O[C@@H](CO)[C@@H]1O2,1.0,-66,5,-9
CC(=O)Nc1ccc2c(c1)C(=O)N(C)[C@H]1CC[C@@H](CC(=O)NC3CCCCC3)O[C@@H]1CO2,0.2,-29,-2,-17
CN(C)C(=O)c1cccc(-c2ccc([C@@H]3[C@H](CO)N4CCCCN(C(=O)C5CCC5)C[C@@H]34)cc2)c1,-0.7,104*,-8,21
C[C@@H]1CN([C@H](C)CO)C(=O)c2cccc(NC(=O)C3CC3)c2O[C@@H]1CN(C)C(=O)Nc1ccc(F)cc1,0.9,26,-1,-24
Cc1noc(C)c1S(=O)(=O)Nc1ccc2c(c1)C(=O)N([C@H](C)CO)C[C@H](C)[C@@H](CN(C)CC1CCCCC1)OCCCC[C@H](C)O2,0.6,20,5,-19
COc1ccc(NC(=O)N(C)C[C@@H]2Oc3ncc(C#C[C@@H](C)O)cc3C(=O)N([C@H](C)CO)C[C@H]2C)cc1,0.5,93,5,11
C[C@H](CO)N1C[C@H](C)[C@@H](CN(C)C(=O)Nc2ccc3c(c2)OCO3)Oc2ccc(NS(C)(=O)=O)cc2CC1=O,2.3,17,-13,14
O=C(C1CCOCC1)N1CC(=O)N2[C@@H](CO)[C@@H](c3ccc(-c4cccnc4)cc3)[C@@H]2C1,-0.3,.,-6,18
CCC(=O)Nc1ccc2c(c1)C(=O)N(C)C[C@H](OC)[C@H](C)CN(Cc1cccnc1)[C@H](C)CO2,-1.8,-5,0,34
CCNC(=O)C[C@@H]1CC[C@@H]2[C@H](COC[C@H](O)CN2S(=O)(=O)c2ccc(Oc3ccccc3)cc2)O1,-0.7,46,.,7
Cc1ccc(S(=O)(=O)Nc2ccc3c(c2)C(=O)N([C@@H](C)CO)C[C@@H](C)[C@@H](CN(C)C(=O)Nc2ccccc2)OCCCC[C@@H](C)O3)cc1,-0.7,-124,.,-68
COc1ccc(CN2[C@H](CO)[C@H]3c4ccccc4N(C(=O)c4ccccc4)C[C@H]32)cc1,0.0,22,-2,-19
CCCC#Cc1ccc2c(c1)O[C@H](CN(C)C(=O)C1CCCCC1)[C@H](C)CN([C@@H](C)CO)S2(=O)=O,1.8,68,7,6
COc1cccc(S(=O)(=O)N2CCCCN3[C@H](CO)[C@H](c4ccc(-c5cncnc5)cc4)[C@H]3C2)c1,0.3,82,7,9
C[C@@H]1CN([C@@H](C)CO)S(=O)(=O)c2ccc(C3=CCCC3)cc2O[C@H]1CN(C)C(=O)C1CCOCC1,-0.4,46,0,-45
COc1ccc(NC(=O)N(C)C[C@H]2Oc3c(NS(=O)(=O)c4ccc(Cl)cc4)cccc3C(=O)N([C@H](C)CO)C[C@H]2C)cc1,-0.3,19,-4,-32
C[C@@H]1CN([C@H](C)CO)C(=O)Cc2cc(NC(=O)Nc3ccc4c(c3)OCO4)ccc2O[C@@H]1CN(C)Cc1ccncc1,-1.6,.,0,6
CC=Cc1ccc2n(c1=O)C[C@@H]1[C@@H](CO)[C@H](C(=O)NC3Cc4ccccc4C3)N(CC)[C@H]21 (mixture of isomers),2.7,83,-4,.
C[C@@H]1CN([C@@H](C)CO)S(=O)(=O)c2ccc(C#CC3(O)CCCC3)cc2O[C@H]1CN(C)C(=O)Cc1cccnc1,-0.3,10,-2,17
C[C@H]1CN([C@@H](C)CO)C(=O)c2cc(/C=C/c3ccccc3)cnc2O[C@@H]1CN(C)S(C)(=O)=O,-0.9,22,-4,-10
CCCC(=O)Nc1ccc2c(c1)OC[C@H](C)N(C(=O)c1ccccc1F)C[C@@H](C)[C@H](OC)CN(C)C2=O,0.7,-2,.,.
C[C@@H]1CN([C@H](C)CO)S(=O)(=O)c2ccc(Br)cc2O[C@H]1CN(C)C(=O)Cc1ccccn1,0.7,.,-4,4
COCC(=O)N(C)C[C@H]1Oc2cc(C#CC3CC3)ccc2S(=O)(=O)N([C@H](C)CO)C[C@H]1C,0.5,-58,4,38

# An excerpt from above in order of count of non-hydrogen atoms, falling:
SMILES,GASC1 inh,Tcruzi prolif,C diff HTS,Pf Dd2 growth
Cc1noc(C)c1S(=O)(=O)Nc1ccc2c(c1)C(=O)N([C@H](C)CO)C[C@H](C)[C@@H](CN(C)CC1CCCCC1)OCCCC[C@H](C)O2,0.6,20,5,-19
C[C@@H]1CN([C@H](C)CO)C(=O)Cc2cc(NC(=O)Nc3ccc4c(c3)OCO4)ccc2O[C@@H]1CN(C)Cc1ccncc1,-1.6,.,0,6
O=C(NC1CCCC1)[C@H]1[C@H](CO)[C@H]2Cn3c(ccc(-c4cccnc4)c3=O)[C@@H]1N2CCc1ccccc1,-1.5,-20,-1,1
C[C@@H]1CN([C@H](C)CO)C(=O)Cc2cc(NC(=O)C3CCCCC3)ccc2O[C@@H]1CN(C)S(C)(=O)=O,0.1,-33,-1,33
CN1C(=O)c2cc(NS(C)(=O)=O)ccc2OC[C@H]2O[C@H](CC(=O)N3CCOCC3)CC[C@H]21,-1.1,-13,19,.
O=C(C1CCOCC1)N1CC(=O)N2[C@@H](CO)[C@@H](c3ccc(-c4cccnc4)cc3)[C@@H]2C1,-0.3,.,-6,18
